Compound activity deposited in PubChem BioAssay by National Center for Advancing Translational Sciences (NCATS).
IMPase cell inh: membrane-permeable compound that blocks inositol monophosphatase; 120,000 tested, under 10 active; CHO-M1 cells, IP1 accumulation, HTRF TR-FRET ratio; inhibition (IP1 accumulation), % at 46.1 µM; P97697; active = well fitted curve in the direction sought with a large enough effect in the signal ratio, not every such curve was filed as active; inconclusive = small, poorly fitted or top-dose-only effect, or a change in a side signal; inactive = no such curve, though single readings can be large or run the other way; the % refers to the signal ratio;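 note: cells stimulated with carbachol in lithium chloride buffer; plate controls were DMSO basal wells for no effect and reference inhibitor wells for full effect; higher means more IMPase inhibition seen as more IP1 and lower FRET ratio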
Target sequence (P97697 whole entry, looked up): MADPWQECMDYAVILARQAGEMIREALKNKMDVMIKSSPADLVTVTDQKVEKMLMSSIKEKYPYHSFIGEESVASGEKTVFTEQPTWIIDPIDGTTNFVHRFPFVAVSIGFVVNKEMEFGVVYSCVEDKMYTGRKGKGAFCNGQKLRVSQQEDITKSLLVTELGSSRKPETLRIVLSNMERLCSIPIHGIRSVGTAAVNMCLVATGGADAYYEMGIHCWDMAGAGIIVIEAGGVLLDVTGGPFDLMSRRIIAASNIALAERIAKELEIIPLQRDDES
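Measured: the HTRF emission ratio (665/620 nm) plus the 620 nm donor channel, each fitted to the Hill equation to give AC50. Cells were CHO-M1 given compounds up to 46 uM and a 30 min carbachol stimulation at 37C.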
12-hLO inh: 12-hLO (ALOX12) enzyme inhibition; purified 12-hLO, xylenol orange hydroperoxide absorbance; Potency, µM (titrated, usually from 57.1 µM), inactives show at the top dose activity change, negative = inhibition, most hits filed as inhibitors; actives 0.12% (n = 150,000); note: potency is the fitted concentration of half-maximal effect; nearly all actives have a fitted effect of over 55% in size; many of its hits are not listed in these tables
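150 nM 12hLO, 25 mM Hepes pH 7.0 + 0.01% Triton X-100; cpd preinc 15 min RT; 40 uM arachidonic acid, 30 min RT; Fe-XO 30 min; A573/A405 ratio as read-out.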
PNC inhibitor: inhibitors of perinucleolar compartment assembly; PC3M PTB-GFP, PNC prevalence imaging, 16 h; hits give low values; actives 3.1% (n = 140,000); activity change (PNC), negative = inhibition, % at 10 µM;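 active = readout at or below -70, meaning at least 70% loss of cells showing the perinucleolar compartment, a nuclear body marking cancer cells; inconclusive = readout between -30 and a set limit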;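 note: plate controls were DMSO wells for no effect and camptothecin positive control wells for full effect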
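PC3M cells stably expressing PTB-GFP, 750–1000 cells/well, treated 16 h at 37 °C with compound (23 nl of library stock), in duplicate. After paraformaldehyde fixation and Hoechst stain, imaged at 20x; PNC prevalence scored by image analysis.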
ALOX15B inhib: blocks human 15-lipoxygenase 2 activity; purified 15hLO-2, xylenol orange hydroperoxide absorbance; Potency, µM (highest dose often 57.1 µM), for inactives: at the top dose activity change, negative = inhibition, actives largely listed as inhibitors; actives 0.56% (n = 110,000); AID 881; note: potency is the fitted concentration of half-maximal effect; nearly all actives have a fitted effect of over 60% in size; many of its hits are not listed in these tables
Target sequence (O15296 whole entry, looked up): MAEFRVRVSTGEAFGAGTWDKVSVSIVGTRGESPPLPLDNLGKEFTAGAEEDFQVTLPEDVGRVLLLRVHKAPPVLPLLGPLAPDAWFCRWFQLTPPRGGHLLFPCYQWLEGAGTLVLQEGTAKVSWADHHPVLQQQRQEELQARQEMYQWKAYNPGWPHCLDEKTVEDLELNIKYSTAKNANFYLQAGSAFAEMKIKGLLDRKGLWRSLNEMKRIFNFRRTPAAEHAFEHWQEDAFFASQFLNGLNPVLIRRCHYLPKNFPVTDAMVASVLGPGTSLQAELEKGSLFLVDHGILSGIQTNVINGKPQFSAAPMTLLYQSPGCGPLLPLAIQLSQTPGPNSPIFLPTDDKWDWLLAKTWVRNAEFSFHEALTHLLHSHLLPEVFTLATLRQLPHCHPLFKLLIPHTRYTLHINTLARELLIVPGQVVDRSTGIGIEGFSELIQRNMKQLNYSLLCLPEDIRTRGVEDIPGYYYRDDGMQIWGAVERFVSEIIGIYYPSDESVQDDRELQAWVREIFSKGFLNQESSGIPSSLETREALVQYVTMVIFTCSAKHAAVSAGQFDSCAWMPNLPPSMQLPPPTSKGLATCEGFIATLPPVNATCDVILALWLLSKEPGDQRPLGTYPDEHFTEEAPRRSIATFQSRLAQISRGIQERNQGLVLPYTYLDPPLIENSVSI
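Enzyme 50 nM, AA 45 uM, 25 mM Hepes pH 7.5 + 0.01% Triton X-100; cpd preinc 15 min RT, rxn 90 min RT; stop/detect with 200 uM XO + 300 uM Fe(II) in 50 mM H2SO4, 30 min; A573/A405.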
* hit, by the source's call; ? = inconclusive; · = no result given; & = joins results of further samples; [ ] = remark or other dose. Unless noted, calls come from the whole dose curve; as a rule, active = well fitted curve in the direction sought with a large enough effect; inconclusive = small, poorly fitted or top-dose-only effect, or another doubt; inactive = no such curve, though single readings can be large; an effect the other way counts as inactive or inconclusive. Unless noted, % is set by controls: 0 for no effect and ±100 for the full control effect. An excerpt; count on the stated rates, not on these rows.

no.	IMPase cell inh	12-hLO inh	PNC inhibitor	ALOX15B inhib	SMILES
1	0	-7%	-7	6%	COc1ccccc1S(=O)(=O)Cc1ccc(C(=O)NCc2cccs2)o1
2	0	-6%	9	23%	CC(C)(C)c1nnc(NC(=O)c2cc(-c3ccccc3)nc3ccccc23)s1
3	8	1%	-27	1%	CCCCc1c(O)nc(SCCN(C)C)n(-c2ccccc2)c1=O
4	·	1%	24	·	COc1ccc(S(=O)(=O)N2CCOCC2)cc1NC(=O)Cc1ccccc1Cl
5	-9	1%	-4	1%	CCOC(=O)c1cc(NC(=O)C2CCCO2)cc(C(=O)OCC)c1 (stereo not given)
6	7	-3%	19	-4%	CCCNC(=O)NC(=O)CN1C(=O)NC(C)(c2ccc(C)cc2)C1=O (stereo not given)
7	3	0%	11	2%	CN1CCCC(OC(=O)CCCC(=O)OC2CCCN(C)C2)C1 (stereo not given)
8	6	-3%	?	-2%	Cc1ccc2nc3ccc(N4CCCCCCC4)nn3c(=O)c2c1
9	-9	0%	-4	-15%	CC(=O)N1CCc2cc(S(=O)(=O)CCC(=O)Nc3c(C)n(C)n(-c4ccccc4)c3=O)ccc21
10	·	2%	-27	·	O=C(N/N=C/c1ccc2c(c1)OCO2)C(O)c1ccccc1 (stereo not given)
11	·	0%	19	·	CC(C)c1ccc(/C=N\NC(=O)c2ccc(Cn3cccn3)o2)cc1
12	-1	3%	22	·	CN(C)S(=O)(=O)c1cc(NC(=O)COC(=O)C2CSC3(C)CCC(=O)N23)ccc1Cl (stereo not given)
13	-2	4%	12	-6%	Nc1ccc(S(=O)(=O)Nc2ccc(S(N)(=O)=O)cc2)cc1
14	·	-5%	·	25%	COC(=O)c1ccc(C(NC(=O)OCc2ccccc2)/C(F)=C/[C@@H](C)C(=O)NCc2cccnc2)cc1 (stereo not given in full)
15	1	-24%	13	-3%	CCC1=NC(c2ccc(OC)cc2OC)N(O)C1(C)C (stereo not given)
16	2	-9%	13	5%	Cn1c(SCC(=O)c2ccccc2F)nnc1C1CC1
17	10	-7%	34	-1%	COc1ccc(Nc2nc3c(c(=O)n(C)c(=O)n3C)n2CCO)cc1
18	·	-2%	47	·	COc1ccc(OC)c(NC(=O)Nc2nnc(N3CCC(C)CC3)s2)c1
19	-4	-1%	5	·	CN(C)C(=O)/C(=C/c1cn(-c2ccccc2)nc1-c1cccc([N+](=O)[O-])c1)NC(=O)c1ccccc1
20	?	-6%	?	7%	CCN(CC)C(=O)/C(=C\c1ccc(Br)cc1)NC(=O)c1ccccc1OC
21	8	-4%	-29	-10%	CC(=NC1CCN(Cc2ccccc2)CC1)c1c(O)[nH]c(=O)[nH]c1=O
22	·	2%	119	·	COc1ccc(N/N=C(/C(N)=O)C2=NC(C)(C)Cc3ccccc32)cc1
23	·	2%[0.00818 µM]	·	24%[0.0915 µM]	Cc1ccc2c(=O)c3ccccc3n(CCCN)c2c1C
24	2	3%	-20	-10%	COc1ccc(-n2c(C)nc3c(cnn3-c3ccccc3)c2=O)cc1

Next part; the last 2 above are carried over.
no.	IMPase cell inh	12-hLO inh	PNC inhibitor	ALOX15B inhib	SMILES
23	·	2%[0.00818 µM]	·	24%[0.0915 µM]	Cc1ccc2c(=O)c3ccccc3n(CCCN)c2c1C
24	2	3%	-20	-10%	COc1ccc(-n2c(C)nc3c(cnn3-c3ccccc3)c2=O)cc1
25	-8	0%	-3	1%	CCc1cc2c(=O)n(N)c(CCC(=O)O)nc2s1
26	-2	1%	13	-14%	CCn1cc(/C=N/NC(=O)c2cc3c(ccc4ccccc43)o2)c2ccccc21
27	·	0%[11.4 µM]	·	-9%[11.4 µM]	OC[C@@H]1O[C@@H](n2cnc3c(SCc4ccccc4)ncnc32)[C@@H](O)[C@H]1O
28	-2	0%	-29	-6%	CCC(=O)NCc1cc(-c2nn(C)c(=O)c3ccccc23)ccc1C
29	-2	6%	31	1%	COc1ccc(/C=N/n2c(C)cc(C)c(C(N)=O)c2=O)cc1
30	·	1%	-27	·	O=C(N/N=C/c1cccc(OC(=O)c2ccco2)c1)c1ccc(F)cc1
31	10	2%	49	-1%	CCCOc1ccc(C2NC(=O)NC(c3ccccc3)=C2C(C)=O)cc1OCC (stereo not given)
32	2	-3%	?	-3%	Cc1nc2ncnn2c(C)c1CCC(=O)NCc1ccccc1
33	0	-3%	3	7%	Cc1cc(OC(=O)N2CCOCC2)cc(C)c1Cl
34	-5	4%	32	2%	Cc1nn(-c2ncc(C(F)(F)F)cc2Cl)c(=O)n1-c1cccc(Cl)c1
35	·	-3%	-96*	·	CCOC(=O)c1sc(NC(=O)COc2ncnc3ccccc23)c(C(=O)OCC)c1C
36	9	-4%	-11	-13%	O=C(NC1CCCCC1)C(c1ccccc1)N(C(=O)c1cccs1)c1ccc2c(c1)OCO2 (stereo not given)
37	-11	1%	-21	-2%	CCN(CC)CCCN1C(=O)C(=O)/C(=C(/O)c2ccc(Cl)cc2)C1c1ccccn1 (stereo not given)
38	0	-10%	13	9%	Oc1ccc(C2N=C(c3ccccc3)NC(c3ccccc3)=N2)cc1
39	-1	5%	46	0%	O=C(O)c1ccc(Cl)c(S(=O)(=O)NCc2ccco2)c1
40	-2	12%	?	46%[activator]	C=CCN(C(=O)CSc1nc2[nH]ncc2c(=O)n1-c1ccccc1OC)c1ccccc1
41	·	1%	12	·	CNC(=S)N(C)c1ccccc1
42	·	-4%	-24	·	O=C(Cc1ccc(Cl)cc1)Nc1ccc(NC(=O)c2ccccc2)cc1
43	·	4%	-11	·	CCOc1ccc(OCC)c(S(=O)(=O)NNC(=O)c2c(C)nc3ccccn23)c1
44	0	-4%	24	1%	COc1ccc(CCNC(=O)Cn2nnc(-c3cccs3)n2)cc1OC
45	3	-3%	14	7%	CS(=O)(=O)N1CC(C(=O)NC2CCCC2)Oc2ccc(Cl)cc21 (stereo not given)
46	6	5%	?	-1%	Cc1ccc2c(CC(=O)N3CCN(S(=O)(=O)c4cccs4)CC3)coc2c1
47	-3	5%	6	-6%	Cc1cc(C)c(NC(=O)CCCC(=O)O)c(Cl)c1
48	13	-16%	-12	-20%	c1ccc(Cn2c(-c3ccco3)nc3nc4ccccc4nc32)cc1
49	-3	1%	8	2%	CCC(C)n1c(S(=O)(=O)O)nc2ccccc21 (stereo not given)
50	·	3%	39	·	CC(C)Oc1ccc(C(=O)/C(=C\c2cccs2)c2nc3ccccc3o2)cc1
51	1	-1%	11	-4%	N#Cc1nc(N)nc(N(c2ccccc2)c2ccccc2)n1
52	·	-1%	?	·	CNC(=S)N1CCN(C(=O)C2CCCO2)CC1 (stereo not given)
53	·	1%	·	-7%	CCC1=C2CC[C@H]3C(=O)N(C)C(=O)[C@H]3[C@H]2[C@@]2(Cc3ccccc3)C(=NCCOC)OC(=O)N2C1=O
54	6	?	39	1%	CC(CN1CCOCC1)OC(=O)c1ccc(Br)cc1 (stereo not given)
55	?	-1%	9	-2%	O=C1c2ccccc2-c2c1cccc2C(=O)N(CCO)CCO
56	4	-10%	-4	-6%	Cc1cccc(NC(=O)C2C(c3ccccc3)C2(Cl)Cl)c1C (stereo not given)
57	-21	-11%	-7	3%	Cc1cc(=O)oc2cc(OC(=O)CCN3C(=O)c4ccccc4C3=O)ccc12
58	-7	0%	?	0%	CC(=O)Nc1cccc(NS(=O)(=O)c2cccc3nsnc23)c1
59	·	-1%	-26	·	CCOC(=O)c1c(-c2ccc(C)cc2)csc1NC(=O)C1CCCO1 (stereo not given)
60	10	-7%	18	-5%	Cc1nnc(C)c2c(C)n(C(C)c3ccccc3)c(C)c12 (stereo not given)
61	-3	0%	-1	-2%	CS(=O)(=O)N(CC(=O)N1CCCCC1)c1ccc2c(c1)OCO2
62	·	-1%	-11	·	C=CCN(c1ccccc1)S(=O)(=O)c1ccc(Cl)c(C(=O)OCC(=O)c2[nH]c(C)c(C(C)=O)c2C)c1
63	-3	6%	?	-7%	Cc1ccc(C(=O)c2ccc(O)cc2)cc1C
64	7	-8%	26	0%	Cc1ccc(S(=O)(=O)N2CCN(C(=O)C3CCCCC3)CC2)cc1

Two entries drawn at random from the list so far, as already listed:
no.	IMPase cell inh	12-hLO inh	PNC inhibitor	ALOX15B inhib	SMILES
61	-3	0%	-1	-2%	CS(=O)(=O)N(CC(=O)N1CCCCC1)c1ccc2c(c1)OCO2
64	7	-8%	26	0%	Cc1ccc(S(=O)(=O)N2CCN(C(=O)C3CCCCC3)CC2)cc1

(next part)
no.	IMPase cell inh	12-hLO inh	PNC inhibitor	ALOX15B inhib	SMILES
65	·	-3%	6	·	CC(=O)Nc1ccc(N/C(C)=C/C(=O)c2cccnc2)cc1
66	1	4%	-8	-1%	CSCC[C@H](NC(=O)NCc1ccc(F)cc1)C(=O)O
67	0	-4%	-24	3%	Cc1ccc(S(=O)(=O)N2CCN(c3nc(C(C)C)c4c(c3C#N)CC(C)(C)OC4)CC2)cc1
68	1	-4%	9	6%	CC(C)(C)c1ccc(C(=O)NCCC(=O)NCc2ccco2)cc1
69	·	0%	22	·	NC1=NC(=O)C(Cc2cccc(Cl)c2)S1 (stereo not given)
70	0	3%	0	·	Cc1ccc(C(=O)OCC(=O)NCCC2=CCCCC2)s1
71	10	-12%	-20	4%	CC(C)COc1ccc(C(=O)CCN2CCCCC2)cc1
72	?	2%	17	0%	CCCCn1c(NCCC)nc2c1c(=O)[nH]c(=O)n2C
73	-5	-3%	-1	-9%	COc1ccc(NC(=O)CSc2nnc(COc3ccccc3)n2Cc2ccco2)cc1OC
74	1	-3%	8	-5%	CCOc1ccccc1CNC(=O)CCNC(=O)Cn1ccc2ccccc2c1=O
75	5&7	-18%	9	?	Cc1ccc(-c2ccc(CCC(=O)O)n2-c2cccc(O)c2)cc1
76	-13	4%	40	-4%	Cc1ccnc(NC(=S)NC(=O)c2ccco2)c1
77	7	3%	91	?	CCc1ccccc1OCCOc1ccc(C)cc1OC
78	·	-1%	-26	·	O=C(Nc1ccc(F)cc1)c1cccc(N2C(=O)C3C4CCC(C4)C3C2=O)c1 (stereo not given)
79	·	-3%	27	·	CSc1ccccc1NC(=O)Cc1ccc(Br)cc1
80	1	-7%	-12	1%	CCC(C)N1CC23C=CC(O2)C(C(=O)OC)C3C1=O (stereo not given)

The closing four entries of the section above come first, to join the parts.
no.	IMPase cell inh	12-hLO inh	PNC inhibitor	ALOX15B inhib	SMILES
77	7	3%	91	?	CCc1ccccc1OCCOc1ccc(C)cc1OC
78	·	-1%	-26	·	O=C(Nc1ccc(F)cc1)c1cccc(N2C(=O)C3C4CCC(C4)C3C2=O)c1 (stereo not given)
79	·	-3%	27	·	CSc1ccccc1NC(=O)Cc1ccc(Br)cc1
80	1	-7%	-12	1%	CCC(C)N1CC23C=CC(O2)C(C(=O)OC)C3C1=O (stereo not given)
81	-2	0%	-26	0%[2.29 µM]	Cc1cc(NS(=O)(=O)c2ccc(NC(=O)COc3ccc(Cl)cc3)cc2)no1
82	-10	-2%	12	-3%	O=C(CN(C1CCCCC1)S(=O)(=O)c1ccc(Cl)cc1)NCCCO
83	-9	?	18	·	O=C(NC(=S)NCc1ccccc1)c1ccc2c(c1)OCO2
84	-1	-14%	-17	-18%	Cc1c(NC2=C(Cl)C(=O)N(c3ccccc3)C2=O)c(=O)n(-c2ccccc2)n1C
85	-3	-18%	-23	-11%	CCn1cc(S(=O)(=O)CC(=O)Nc2ccc3c(c2)OCCO3)c2ccccc21
86	5	?	?	·	CCCCNC(=S)N/N=C/c1ccccc1F
87	3	0%	-27	·	COc1cccc(C2CC(c3cccs3)=NN2C(=O)CSc2nc3ccccc3s2)c1OC (stereo not given)
